Screening data deposited in PubChem BioAssay by National Center for Advancing Translational Sciences (NCATS).
NPC1 prom act: qHTS Assay for NPC1 Promoter Activators | Potency, µM (series often up to 9.22 µM), inactives show at the highest dose activation, hits mostly activators | Huh7 NPC1 promoter luciferase reporter, 24 h | AID 485313, 2010 | 320,000 tested, 2.4% active;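 further: potency means the concentration at half of the fitted maximal effect; % of control where 0% means no effect; nearly all actives have a fitted effect of over 60% in size; reporter is driven by a mutant NPC1 promoter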
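Stably transfected Huh7 (NPC1 promoter→luciferase), 1500 cells/well in Opti-MEM + 10% FBS, 2 h settle, then compound 24 h at 37 °C. Luminescence after 10 min with Amplite reagent.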
PKM2 act: qHTS Assay for Activators of Human Muscle isoform 2 Pyruvate Kinase; Pyruvate kinase PKM (Homo sapiens), P14618; purified PKM2, Kinase-Glo ATP luminescence, activation; response scale: 0% is enzyme alone, no compound; Potency, µM (titrated, usually from 57.5 µM), for the others: at the highest dose activation, actives largely listed as activators; 260,000 tested, 0.34% active; AID 1631, 2009; further: potency means the concentration at half of the fitted maximal effect; on the % scale 0 is the no-effect control and ±100 the full control effect; nearly all actives have a fitted effect of over 55% in size
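hPK-M2, >95% pure; 0.1 mM ADP / 0.5 mM PEP final; imidazole pH7.2 buffer w/ 7 mM MgCl2, 50 mM KCl; 1 h RT; Kinase-Glo lum. Intermediate enzyme activity for dual inhibitor/activator qHTS.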
Giardia killer: Small Molecules that selectively kill Giardia lamblia: qHTS. Giardia lamblia trophozoite viability. 340,000 tested, 0.15% active. activity change, % at 7.66 µM, hits read low; in the data active means activity change below about -80%; inconclusive means between about -30% and that limit;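 further: parasites exposed to compound for two days anaerobically before the ATP read; on the % scale 0 is the no-effect control and ±100 the full control effect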
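Media and compound were dispensed first, then trophozoites at 100 cells/well; plates sat 48 hrs at 37 deg C without oxygen before ATP luminescence reagent was added and read after 15-30 min at room temperature.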
Rab9 prom act: qHTS Assay for Rab9 Promoter Activators; AID 485297, 2010; Huh7 Rab9 promoter-luciferase reporter, luminescence, 24 h; 320,000 tested, 2.8% active; Potency, µM (series often up to 9.22 µM), inactives show at the top dose activation, negative = inhibition, actives largely listed as activators; further: potency means the concentration at half of the fitted maximal effect; % of control where 0% means no effect; nearly all actives have a fitted effect of over 60% in size
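Luminescence from Amplite-detected luciferase (10 minutes, ambient) reports Rab9 promoter activation. Before that, stable Rab9-luciferase Huh7 cells (1500/well, reduced-serum OP-MEM I plus 10% FBS) were exposed to compound for 24 hours at 37C.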
p53 reactivator: qHTS assay for re-activators of p53 using a Luc reporter | H1299 p53-A138V BP100-luciferase reporter, luminescence, 24 h | Potency, µM (titrated, usually from 92.2 µM), for inactives: top-dose activity change, positive = activation, most hits filed as activators | 320,000 tested, 0.063% active | AID 504706, 2011; further: potency means the concentration at half of the fitted maximal effect; % of control where 0% means no effect; nearly all actives have a fitted effect of over 45% in size
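H1299 (p53-null), stable ts p53-A138V + BP100-Luc; 1000 cells/well, Opti-MEM/10% FBS; cpd 4 pt, 1:5; 24 h, 37 deg C, 5% CO2; detection reagent 10 min RT; luminescence.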
BRCA1 expr act: qHTS Assay to Identify Small Molecule Activators of BRCA1 Expression; 380,000 tested, 1.1% active; AID 624202, 2012; MCF7-BRCA1-FFLuc reporter, luminescence, 48 h; response scale: scaled: vehicle 0%, 10 µM genistein 100%; Potency, µM (highest dose often 46.1 µM), for inactives: at the highest dose activation, hits mostly activators; further: potency means the concentration at half of the fitted maximal effect; nearly all actives have a fitted effect of over 80% in size; some results filed as inactive show a strong effect at the top dose
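First, MCF7-BRCA1-FFLuc cells (2000/well) attach for 2 h; next, compounds are pin-added and incubated 48 h at 37 °C; finally, luciferase reagent is added and luminescence read after 15 min.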
FLuc counter: qHTS profiling assay for firefly luciferase inhibitor/activator using purifed enzyme and Km concentrations of substrates (counterscreen for miR-21 project) | Luciferin 4-monooxygenase (Photinus pyralis), P08659 | purified FLuc, Km substrates, luminescence inhibition | Potency, µM (doses to about 57.5 µM), for inactives: at the top dose activity change, negative = inhibition, most hits filed as inhibitors | 360,000 tested, 6.9% active | AID 588342, 2011;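 further: potency means the concentration at half of the fitted maximal effect; plate controls were vehicle for no effect and reference inhibitor for full effect; nearly all actives have a fitted effect of over 55% in size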
Target sequence (P08659 whole entry, looked up): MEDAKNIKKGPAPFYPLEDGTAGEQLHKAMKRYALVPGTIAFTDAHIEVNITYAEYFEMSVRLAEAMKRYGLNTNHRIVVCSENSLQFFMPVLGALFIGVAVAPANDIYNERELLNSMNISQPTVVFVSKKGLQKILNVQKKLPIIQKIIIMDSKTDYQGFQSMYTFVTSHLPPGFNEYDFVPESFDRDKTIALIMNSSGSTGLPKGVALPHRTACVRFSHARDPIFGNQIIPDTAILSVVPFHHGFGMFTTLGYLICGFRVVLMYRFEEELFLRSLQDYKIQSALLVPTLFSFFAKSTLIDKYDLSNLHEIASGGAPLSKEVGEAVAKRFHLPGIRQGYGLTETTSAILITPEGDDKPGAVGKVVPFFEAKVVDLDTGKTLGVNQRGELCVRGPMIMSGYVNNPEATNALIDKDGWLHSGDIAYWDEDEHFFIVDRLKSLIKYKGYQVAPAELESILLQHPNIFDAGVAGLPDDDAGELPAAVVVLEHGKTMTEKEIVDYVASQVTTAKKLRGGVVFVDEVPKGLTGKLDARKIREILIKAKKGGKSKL
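Purified P. pyralis luciferase (10nM final) with 10uM D-luciferin and 10uM ATP (Km levels) in 50mM Tris acetate pH 7.5, 10mM Mg acetate, 0.01% Tween-20, 0.05% BSA; qHTS 6-point titration, ~60 µM downward; luminescence read.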
Menin-MLL TR inh: qHTS Assay for Inhibitors Targeting the Menin-MLL Interaction in MLL Related Leukemias: Competition With Texas Red Labeled MLL-derived Mutant Peptide; O00255; Menin + Texas Red MLL mutant peptide, fluorescence polarization; Potency, µM (highest dose often 61.6 µM), inactives show at the top dose FP activity change, negative = inhibition, hits mostly inhibitors; 270,000 tested, 0.23% active; active means well fitted inhibition curve with a large enough effect in the polarisation, with a control signal flat, not every such curve was filed as active; inconclusive means small, poorly fitted or top-dose-only effect, or effect the other way, or a change in a side signal; inactive means no such curve, though single readings can be large or run the other way; the % refers to the polarisation; further: potency means the concentration at half of the fitted maximal effect; % of control where 0% means no effect; many of its hits are not listed in these tables
Target sequence (O00255 whole entry, looked up): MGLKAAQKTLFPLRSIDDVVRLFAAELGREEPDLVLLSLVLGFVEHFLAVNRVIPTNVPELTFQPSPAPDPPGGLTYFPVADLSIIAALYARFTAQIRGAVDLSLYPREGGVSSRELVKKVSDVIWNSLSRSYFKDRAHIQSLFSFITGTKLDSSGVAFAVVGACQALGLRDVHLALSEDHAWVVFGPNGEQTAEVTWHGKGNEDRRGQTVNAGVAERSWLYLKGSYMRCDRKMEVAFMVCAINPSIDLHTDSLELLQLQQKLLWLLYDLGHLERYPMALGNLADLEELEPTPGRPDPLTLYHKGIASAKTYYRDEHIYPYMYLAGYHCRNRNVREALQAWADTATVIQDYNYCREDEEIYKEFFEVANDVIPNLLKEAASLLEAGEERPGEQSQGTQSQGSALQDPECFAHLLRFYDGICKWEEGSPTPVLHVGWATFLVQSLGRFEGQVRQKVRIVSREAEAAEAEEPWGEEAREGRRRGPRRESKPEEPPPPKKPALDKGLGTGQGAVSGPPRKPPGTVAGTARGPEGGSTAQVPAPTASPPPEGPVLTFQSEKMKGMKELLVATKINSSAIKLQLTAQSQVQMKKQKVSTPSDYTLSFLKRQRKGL
Gal4-VP16 FLuc: VP16 counterscreen qHTS for inhibitors of ROR gamma transcriptional activity | Drosophila S2 Gal4-VP16 UAS-luciferase, luminescence, 20 h | Potency, µM (top dose mostly 53.6 µM), inactives show top-dose activity, negative = inhibition, hits mostly inhibitors | 310,000 tested, 3.5% active | AID 2546, 2010;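 further: Gal4-VP16 expression switched on by copper sulfate through the metallothionein promoter; potency means the concentration at half of the fitted maximal effect; on the % scale 0 is the no-effect control and ±100 the full control effect; nearly all actives have a fitted effect of over 50% in size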
ELG1 genotoxic: qHTS screen for small molecules that induce genotoxicity in human embryonic kidney (HEK293T) cells expressing luciferase-tagged ELG1; HEK293T ELG1-luciferase reporter, luminescence, 16 h; Potency, µM (highest dose often 46 µM), inactives show at the top dose activity change, positive = activation, usual class: activators; 330,000 tested, 1.3% active; AID 504466, 2011; further: potency means the concentration at half of the fitted maximal effect; % of control where 0% means no effect; nearly all actives have a fitted effect of over 60% in size
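Genotoxicity was scored as increased ELG1-luciferase reporter signal, measured by ONE-Glo luminescence (30 min, room temperature). Compound or vehicle exposure of the HEK293T reporter cells lasted 16 hr at 37°C.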
RORg inh: qHTS for inhibitors of ROR gamma transcriptional activity; 310,000 tested, 5.4% active; Nuclear receptor ROR-gamma (Mus musculus), P51450; Drosophila S2 Gal4-RORgamma UAS-luciferase reporter, 20 h; AID 2551, 2010; Potency, µM (highest dose often 53.6 µM), for inactives: top-dose activity change, negative = inhibition, actives largely listed as inhibitors; further: potency means the concentration at half of the fitted maximal effect; on the % scale 0 is the no-effect control and ±100 the full control effect; nearly all actives have a fitted effect of over 60% in size
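A Gal4/UAS one-hybrid system in insect cells: metallothionein-promoter Gal4–ROR gamma fusion plus Photinus luciferase reporter. Copper sulfate 700 uM final, 20 hr ambient incubation, luminescent detection after 10 min with reagent.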
The depositor's hits bear a star; ? = inconclusive; · = not tested or not shown; & = joins results of further samples; [ ] = another dose, or the depositor's remark. Unless noted, the call rests on the fitted dose curve; in most records, active means well fitted curve in the direction sought with a large enough effect; inconclusive means small, poorly fitted or top-dose-only effect, or another doubt; inactive means no such curve, though single readings can be large; an effect the other way counts as inactive or inconclusive.

SMILES	NPC1 prom act	PKM2 act	Giardia killer	Rab9 prom act	p53 reactivator	BRCA1 expr act	FLuc counter	Menin-MLL TR inh	Gal4-VP16 FLuc	ELG1 genotoxic	RORg inh
O=c1c2ccccc2nc(/C=C/c2ccccc2)n1-c1ccccc1O	2%	·	2	-7%	8%	-40%	-19%	16%	-4%	-5%	27%
O=C1CN=C(c2ccccc2)c2c(sc3c2CCCC3)N1	-10%	2%	0	-6%	-2%	-51%	-1%	1%	-6%	-3%	-19%
O=C(Cn1cc(C=C2C(=O)NC(=O)NC2=O)c2ccccc21)NCC1CCCO1 (stereo not drawn)	-7%	6%	-4	-1%	-4%	-7%	1%	-7%	3%	-11%	3%
CCOc1ccc(N2C(=O)/C(=C\c3cccs3)C(=O)NC2=S)cc1	-16%	?	9	0%	3%	-74%	?	1%	1%	?	-31%
Clc1ccc2nc3c(c(-c4ccccc4)c2c1)CNCC3	0%	-2%	-9	-3%	-5%	1%	-1%	-16%	?	-6%	-7%
CP(=O)(Nc1ccccc1)C(Cl)(Cl)Cl (stereo not drawn)	-3%	3%	14	-5%	0%	3%	-1%	13%	-9%	3%	-5%
O=c1[nH]c(=O)n(CCC2=CCCCC2)c(O)c1/C=N/N1CCOCC1	1%	-5%	-10	-3%	-1%	-8%	1%	·	3%	-2%	27%
Nc1nc(N)c2nc(CNc3ccc(C(=O)NC(CCC(=O)O)C(=O)O)cc3)cnc2n1 (stereo not drawn)	-4%[46.1 µM]	·	·	-4%[46.1 µM]	-1%	3%	3%	13%&1%	7%	-22%	-16%
Cc1sc2ncn(CC(=O)N3CCC4(CC3)OCCO4)c(=O)c2c1C	0%	-2%	-8	1%	-3%	-29%	-1%	28%	1%	1%	14%
O=C1NC(=O)C(=Cc2ccc(N3CCN(C(=O)c4ccccc4)CC3)c([N+](=O)[O-])c2)C(=O)N1	0%	13%	-14	2%	-6%	-10%	21µM*	9%	-7%	1%	30%
Cc1ccsc1C(=O)C1CCCN(CCO)C1 (stereo not drawn)	-2%	1%	16	-8%	0%	-13%	1%	-5%	-5%	1%	-7%
Cc1ccc(/C=C2\C(=O)NC(=O)N(CCc3ccc(F)cc3)C2=O)o1	0%	9%	-4	1%	-8%	-9%	-9%	25%	?	?	?
NS(=O)(=O)c1ccc(N2CCNCC2)cc1	-8%	-1%	30	-2%	1%	6%	-2%	3%	-17%[10 µM]	-5%	2%
CC(=O)c1cc(C(C)=O)c(C)[n+](C)c1C	3%	-6%	11	0%	1%	9%	-1%	·	6%	4%	15%
O=C(CSC1c2ccccc2-c2ccccc21)N/N=C/c1ccc(C(=O)O)cc1	-1%	-48%	4	5%	-3%	-17%	-21%	23%	-2%	-1%	-35%
O=C1NC(=O)C(=Cc2ccc(-c3ccccc3[N+](=O)[O-])o2)C(=O)N1	-2%	18µM*	-5	-1%	3%	14%	?	·	?	15%	-6%
CCCCn1c(O)c(C(C)=NCCN2CCCCC2)c(=O)[nH]c1=O	-1%	3%	-2	-11%	2%	3%	6%	-4%	-28%	2%	11%[10 µM]
CC(=O)Nc1ccc(OC(=O)N(C)c2ccccc2)cc1	7%	-1%	2	8%	3%	14%	1%[2.3 µM]	?	6%	7%	-11%
CN1CCN(C(=O)COc2ccc(N(C)S(=O)(=O)c3ccc(F)cc3)cc2)CC1	-7%	0%	1	0%	2%	-10%	1%	1%	1%	-2%	-9%
Cc1ccc(Cn2c(C)c3cnn(CC(=O)N4CCC5(CC4)OCCO5)c(=O)c3c2C)cc1	-6%	2%	7	-3%	-7%	-54%	2%	-12%	0%	-3%	32%
O=C(c1ccc(N2CCCCCC2)c([N+](=O)[O-])c1)N1CCC2(CC1)OCCO2	-1%	-1%	21	-5%	-5%	-4%	-7%	?	-5%	-7%	32%
CSc1nc(NC(C)C)nc(NC(C)C)n1	·	·	?	·	·	5%	·	-9%	1%	·	-33%
O=[N+]([O-])c1cccnc1N1CCCNCC1	-5%	·	-30	1%	-1%	-20%	-2%	18%	7%	-4%	2%
C[C@H](NC(=O)N1C[C@H]2C[C@@H](C1)c1cccc(=O)n1C2)C(=O)Nc1ccc(F)c(F)c1	1%	2%	18	0%	10%	24%	-1%	11%	-10%	1%	-20%
CN1C(=O)N(C)C(=O)C2(Cc3cc([N+](=O)[O-])ccc3N3CCN(C(=O)c4ccccc4)CC32)C1=O (stereo not drawn)	-5%	·	13	1%	1%	1%	1%	0%	4%	1%	21%
O=C(COC(=O)Cc1ccccc1)NC(=O)NC1CCCCC1	-4%	·	9	1%	2%	4%	1%	·	·	1%	·
Nc1nonc1C(=O)N/N=C/c1ccc([N+](=O)[O-])o1	-6%	-1%	2	-2%	-7%	-47%	?	-6%	?	-10%	?
Cc1ccc2c(c1)C1CN(C)CCC1N2C(=O)c1ccc(Br)o1 (stereo not drawn)	2%	-4%	-19	6%	-1%	-29%	-10%	-12%	-6%	2%	-1%
O=C1CC(=O)N(Cc2ccccc2)C(=S)N1	3%	·	-2	0%	0%	-21%	0%	?	-7%	-1%	-23%
O=C1C=CC(=O)C=C1	-5%[46.1 µM]	·	15&5	-1%[46.1 µM]	9%	-28%&16%	·	6%	1%	-2%	11µM*
CC(NCc1ccc(Cl)cc1Cl)C(O)c1ccccc1 (stereo not drawn)	13%	-1%	8	6%	3%	·	?	?	2%	0%	-7%
O=c1[nH]c(=O)n(C2CCCCCC2)c(O)c1C=NCCCN1CCOCC1	0%	?	-5	3%	-5%	-19%	6%	7%	1%	-1%	-12%
Cc1cccc(N2C(=O)NC(=O)/C(=C/c3ccc(N4CCOCC4)cc3)C2=O)c1	-3%	3%	0	1%	-3%	-1%	?	2%	5%	2%	35%
CCN1C(=O)NC(=O)/C(=C\c2cn(CC(=O)N3CCCCC3)c3ccccc23)C1=O	-6%	19%	-11	-4%	-7%	-3%	-5%	-1%	1%	1%	6%
Fc1ccc(C[n+]2c(-c3ccccc3)cc(-c3ccccc3)cc2-c2ccccc2)cc1	-7%	·	-2	-27%	-17%	-54%	-2%	·	·	-5%	·
COc1cccc(CCNCc2ccc(SC)cc2)c1	?	5%	-1	-5%	-4%	-1%	-1%	3%	-3%	-5%	-12%[10 µM]
CN(C)CC1CSCCC1(O)c1ccc(C(F)(F)F)cc1 (stereo not drawn)	0%	-2%	-15	-1%	-1%	-3%	-1%	2%	-7%	0%	-3%
Cc1cc(OCC(=O)OC(C)C)c2c3c(c(=O)oc2c1)CCCC3	-3%	-1%	-29	-3%	10%	-43%	1%	?	4%	-7%	-12%
C=CCSC1=N/C(=C\c2cc(OC)c3c(c2)OCO3)C(=O)S1	0%	-15%	-6	0%	0%	-1%	-6%	?	-12%	-12%	-7%
CCOP(=S)(OCC)Oc1cc(C)oc(=O)c1Cl	-8%	6%	8	1%	-2%	-19%	?	·	0%	0%	11%
CCN1CCN(c2nc3c(c(=O)[nH]2)CCC3)CC1	-1%	1%	5	-1%	18%	0%	-1%	-3%	-7%	-7%	-20%
CCCC[N+]12CCC(CC1)C(=C(c1ccccc1)c1ccccc1)C2	-2%	11%	-12	-1%	-3%	-13%	1%	-17%	?	-9%	?
O=C(c1ccccc1F)c1cn(CC(=O)N2CCCCC2)c2ccccc12	-2%	-1%	-8	-1%	-5%	-23%	3%	8%	11%	1%	?
COC(=O)C1=C(c2ccccc2OCc2ccccc2)C[C@@H]2CC[C@H]1N2C(=O)NCCOc1ccccc1	-5%	·	11	-3%	-5%	-3%	6%	·	·	-4%	·
OC(CCNCCc1c[nH]c2ccccc12)C(F)(F)Cl (stereo not drawn)	-3%	1%	4	-7%	2%	28%	0%	9%	0%	-5%	6%
CCN(CC)C(=O)c1ccc(NC(=O)COc2ccc([N+](=O)[O-])cc2Cl)cc1	-2%	-2%	-2	0%	-8%	-22%	?	8%	-2%	0%	33%
C=C1C(=O)O[C@H]2C[C@@H](C)[C@@H]3C=CC(=O)[C@@]3(C)C[C@H]12	-51%[inhibitor]	0%	-27	-48%[inhibitor]	-16%	-62%	0%	·	10µM*	?	6.3µM*

An excerpt; count on the stated rates, not on these rows.
